High-throughput results deposited in PubChem BioAssay by National Center for Advancing Translational Sciences (NCATS).
FLuc modulator: firefly luciferase modulation, counter-screen for miR-21 project; purified FLuc, Km substrates, luminescence inhibition; Potency, µM (highest dose often 57.5 µM), for the others: top-dose activity change, negative = inhibition, actives largely listed as inhibitors; 360,000 compounds, 6.9% hits; AID 588342;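 further: plate controls were vehicle for no effect and reference inhibitor for full effect; nearly all actives have a fitted effect of over 55% in size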
Target sequence (P08659 whole entry, looked up): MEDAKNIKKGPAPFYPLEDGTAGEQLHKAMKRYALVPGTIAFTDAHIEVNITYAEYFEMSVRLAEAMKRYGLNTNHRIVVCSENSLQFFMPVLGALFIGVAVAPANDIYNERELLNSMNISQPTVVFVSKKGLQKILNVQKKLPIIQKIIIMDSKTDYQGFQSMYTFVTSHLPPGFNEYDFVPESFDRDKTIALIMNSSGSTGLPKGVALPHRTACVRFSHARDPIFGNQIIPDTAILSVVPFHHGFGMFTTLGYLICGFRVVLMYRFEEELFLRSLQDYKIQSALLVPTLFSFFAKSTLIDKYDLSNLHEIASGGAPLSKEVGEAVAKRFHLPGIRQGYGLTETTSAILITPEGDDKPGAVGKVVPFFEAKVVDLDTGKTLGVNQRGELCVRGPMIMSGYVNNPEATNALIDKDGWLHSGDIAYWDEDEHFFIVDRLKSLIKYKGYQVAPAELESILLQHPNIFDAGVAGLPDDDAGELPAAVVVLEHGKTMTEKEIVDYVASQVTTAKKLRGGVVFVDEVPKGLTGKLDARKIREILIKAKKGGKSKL
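Purified P. pyralis luciferase, 10 nM final, with Km-level 10 uM D-luciferin and 10 uM ATP in 50 mM Tris acetate pH 7.5, 10 mM Mg acetate, 0.01% Tween-20, 0.05% BSA; 6-point qHTS titration about 60 µM downward; luminescence read.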
BRCA1 expr act: BRCA1 expression activation | Potency, µM (titrated, usually from 46.1 µM), for inactives: at the top dose activation, actives largely listed as activators | 380,000 compounds, 1.1% hits | MCF7-BRCA1-FFLuc reporter, luminescence, 48 h; response scale: scaled: vehicle 0%, 10 µM genistein 100%; further: nearly all actives have a fitted effect of over 80% in size; some results filed as inactive show a strong effect at the top dose
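MCF7 cells carrying a BRCA1-firefly luciferase reporter (2000 cells/well, phenol-red free MEM) were attached for 2 h at 37 °C, then given compounds for 48 h. Luminescence was read 15 min after luciferase reagent; activity normalized to genistein (10 microM) and DMSO.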
uPA generation: blocks generation of uPA at the cell surface. 330,000 compounds, 0.31% hits. AID 540303. cell surface uPA generation assay, qHTS. Potency, µM (titrated, usually from 38.3 µM), for the others: top-dose activity change, negative = inhibition, usual class: inhibitors; active means well fitted inhibition curve with a large enough effect; inconclusive means small, poorly fitted or top-dose-only effect; inactive means no such curve, though single readings can be large or run the other way; tested in mouse RAW 264.7 cells; further: on the % scale 0 is the no-effect control and ±100 the full control effect; nearly all actives have a fitted effect of over 55% in size
ELG1 genotoxic: genotoxicity induction in ELG1-luciferase HEK293T cells; HEK293T ELG1-luciferase reporter, luminescence, 16 h; Potency, µM (doses to about 46 µM), inactives show top-dose activity change, positive = activation, usual class: activators; 330,000 compounds, 1.3% hits; AID 504466; further: % of control where 0% means no effect; nearly all actives have a fitted effect of over 60% in size
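Genotoxicity was scored as increased ELG1-luciferase reporter signal, measured by ONE-Glo luminescence (30 min, room temperature). Compound or vehicle exposure of the HEK293T reporter cells lasted 16 hr at 37°C.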
NPC1 promoter act: NPC1 promoter activation; Huh7 NPC1 promoter luciferase reporter, 24 h; Potency, µM (doses to about 9.22 µM), inactives show top-dose activation, usual class: activators; 320,000 compounds, 2.4% hits; AID 485313;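 further: % of control where 0% means no effect; nearly all actives have a fitted effect of over 60% in size; reporter is driven by a mutant NPC1 promoter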
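Luminescence read-out of NPC1 promoter-driven luciferase in stably transfected Huh7 cells; compounds delivered in DMSO and left 24 h at 37C, 5% CO2, qHTS titration format.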
Rab9 promoter act: Rab9 promoter activation | 320,000 compounds, 2.8% hits | AID 485297 | Potency, µM (top dose mostly 9.22 µM), without a hit: at the highest dose activation, negative = inhibition, usual class: activators | Huh7 Rab9 promoter-luciferase reporter, luminescence, 24 h; further: % of control where 0% means no effect; nearly all actives have a fitted effect of over 60% in size
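Cell-based reporter: Huh7 stable for Rab9 promoter-driven luciferase, plated in reduced-serum medium with 10% FBS at 1500 cells/well, compound-treated 24 h at 37 °C, luminescence read after 10 min reagent.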
p53 reactivator: restores transcriptional activity of mutant p53; 320,000 compounds, 0.063% hits; H1299 p53-A138V BP100-luciferase reporter, luminescence, 24 h; Potency, µM (highest dose often 92.2 µM), for the others: at the top dose activity change, positive = activation, hits mostly activators; further: % of control where 0% means no effect; nearly all actives have a fitted effect of over 45% in size
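H1299 (p53-null), stable ts p53-A138V + BP100-Luc; 1000 cells/well, Opti-MEM/10% FBS; cpd 4 pt, 1:5; 24 h, 37 deg C, 5% CO2; detection reagent 10 min RT; luminescence.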
MBNL1-CUG inh: inhibitors of human MBNL1 binding to CUG repeat RNA | TR-FRET MBNL1-His/biotin-(CUG)12 binding, 665/545 ratio | Q9NR56 | Potency, µM (top dose mostly 57.5 µM), inactives show at the highest dose activity change, negative = inhibition, usual class: inhibitors | 280,000 compounds, 0.036% hits; active means well fitted inhibition curve with a large enough effect in the signal ratio, with a control signal flat, not every such curve was filed as active; inconclusive means small, poorly fitted or top-dose-only effect, or effect the other way, or a change in a side signal; inactive means no such curve, though single readings can be large or run the other way; the % refers to the signal ratio; further: on the % scale 0 is the no-effect control and ±100 the full control effect
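Inhibition of protein-RNA binding appears as loss of TR-FRET between terbium anti-His antibody on MBNL1-His and streptavidin-XL665 on biotin-(CUG)12. Activity is normalized to buffer-only and uninhibited-complex controls.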
RORg inh: inhibitors of mouse ROR gamma transcriptional activity; P51450; 310,000 compounds, 5.4% hits; Potency, µM (top dose mostly 53.6 µM), without a hit: at the highest dose activity change, negative = inhibition, usual class: inhibitors; Drosophila S2 Gal4-RORgamma UAS-luciferase reporter, 20 h; further: on the % scale 0 is the no-effect control and ±100 the full control effect; nearly all actives have a fitted effect of over 60% in size
Target sequence (P51450 whole entry, looked up, the tested form may be a part): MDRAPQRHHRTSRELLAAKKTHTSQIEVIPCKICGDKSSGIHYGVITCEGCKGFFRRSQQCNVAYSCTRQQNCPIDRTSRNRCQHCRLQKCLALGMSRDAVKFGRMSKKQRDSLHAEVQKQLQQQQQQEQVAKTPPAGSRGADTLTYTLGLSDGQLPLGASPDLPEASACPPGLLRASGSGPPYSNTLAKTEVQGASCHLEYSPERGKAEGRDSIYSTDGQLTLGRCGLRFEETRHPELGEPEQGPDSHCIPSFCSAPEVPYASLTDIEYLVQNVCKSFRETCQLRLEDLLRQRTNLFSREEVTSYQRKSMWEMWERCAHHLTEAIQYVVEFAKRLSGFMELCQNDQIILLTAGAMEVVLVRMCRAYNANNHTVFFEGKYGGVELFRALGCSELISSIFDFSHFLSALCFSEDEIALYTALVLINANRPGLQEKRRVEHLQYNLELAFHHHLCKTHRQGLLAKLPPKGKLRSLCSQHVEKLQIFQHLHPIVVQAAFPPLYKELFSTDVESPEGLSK
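A Gal4/UAS one-hybrid system in insect cells: metallothionein-promoter Gal4–ROR gamma fusion plus Photinus luciferase reporter. Copper sulfate 700 uM final, 20 hr ambient incubation, luminescent detection after 10 min with reagent.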
Gal4-VP16 FLuc: Gal4-VP16 reporter inhibition counter-screen. AID 2546. 310,000 compounds, 3.5% hits. Potency, µM (highest dose often 53.6 µM), without a hit: top-dose activity, negative = inhibition, most hits filed as inhibitors. Drosophila S2 Gal4-VP16 UAS-luciferase, luminescence, 20 h;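 further: Gal4-VP16 expression switched on by copper sulfate through the metallothionein promoter; on the % scale 0 is the no-effect control and ±100 the full control effect; nearly all actives have a fitted effect of over 50% in size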
* marks the source's active call; other numbers are inactive results; [ ] = dose if it differs, or a comment. Unless noted, the call rests on the fitted dose curve; in most records, active means well fitted curve in the direction sought with a large enough effect; inconclusive means small, poorly fitted or top-dose-only effect, or another doubt; inactive means no such curve, though single readings can be large; an effect the other way counts as inactive or inconclusive. Potency means the concentration at half of the fitted maximal effect.

For CCOc1cc(N2CCOCC2)c(OCC)cc1NC(=O)COc1ccccc1[N+](=O)[O-] the results were FLuc modulator -1%, BRCA1 expr act 1%, uPA generation 1%, ELG1 genotoxic -6%, NPC1 promoter act -1%, Rab9 promoter act -4%, p53 reactivator -3%, RORg inh -17% and Gal4-VP16 FLuc 2%.
Screening COCCCNC(=O)CCCn1c(=O)c2ccccc2n(CC(=O)Nc2c(C)cc(C)cc2C)c1=O returned FLuc modulator -3%, BRCA1 expr act -11%, uPA generation -11%, ELG1 genotoxic -6%, NPC1 promoter act 1%, Rab9 promoter act -3%, p53 reactivator -5%, MBNL1-CUG inh inconclusive, RORg inh 18% and Gal4-VP16 FLuc 6%.
`Cc1ccc(S(=O)(=O)Nc2ccc(S(=O)(=O)Nc3nccs3)cc2)cc1C` gave BRCA1 expr act -12%, uPA generation 4%, ELG1 genotoxic 0% and p53 reactivator 1%.
c1ccc(CNc2ncnc3sc4c(c23)CCC4)nc1 was read as FLuc modulator -5%, BRCA1 expr act -60%, uPA generation -7%, ELG1 genotoxic 0%, NPC1 promoter act 0%, Rab9 promoter act 1%, p53 reactivator -3%, MBNL1-CUG inh 4%, RORg inh -24% and Gal4-VP16 FLuc -7%.
O=C(Nc1cc2c(cc1Br)OCCCO2)c1ccccc1 was read as FLuc modulator 13µM*, BRCA1 expr act 32%, uPA generation 0%, ELG1 genotoxic inconclusive, NPC1 promoter act 3.5µM*, Rab9 promoter act 4µM*, p53 reactivator inconclusive, MBNL1-CUG inh -9%, RORg inh 2% and Gal4-VP16 FLuc -8%.
For Cc1ccc(NS(C)(=O)=O)c(C(=O)c2ccccc2)c1 the results were FLuc modulator 1%, BRCA1 expr act 5%, uPA generation 2%, ELG1 genotoxic -1%, NPC1 promoter act -1%, Rab9 promoter act -2%, p53 reactivator -2%, MBNL1-CUG inh 0%, RORg inh 4% and Gal4-VP16 FLuc -1%.
`COc1cc(CNc2ccc(S(N)(=O)=O)cc2)ccc1OCC(=O)NC1CCCCC1` gave FLuc modulator 0%, BRCA1 expr act -9%, uPA generation 2%, ELG1 genotoxic -7%, NPC1 promoter act -4%, Rab9 promoter act -1%, p53 reactivator 5%, MBNL1-CUG inh 3%, RORg inh 13% and Gal4-VP16 FLuc 2%.
O=C(NCc1cccs1)c1cc(-c2ccccc2)nc2ccccc12 was read as FLuc modulator inconclusive, BRCA1 expr act -22%, uPA generation 0%, ELG1 genotoxic -8%, NPC1 promoter act 0%, Rab9 promoter act 2%, p53 reactivator -12%, MBNL1-CUG inh 3%, RORg inh 10% and Gal4-VP16 FLuc 1%.
`COc1cc(/C=C2/SC(=O)NC2=O)ccc1OC(=O)c1ccco1` gave FLuc modulator 17µM*, BRCA1 expr act -25%, uPA generation 2%, ELG1 genotoxic 7%, NPC1 promoter act 0%, Rab9 promoter act 9%, p53 reactivator inconclusive, MBNL1-CUG inh 9%, RORg inh 36% and Gal4-VP16 FLuc -6%.
For CCN(CC)C(=O)c1sc(N2C(=O)Nc3ccccc3N2O)c(C(=O)OC)c1C the results were FLuc modulator -2%, BRCA1 expr act 2%, uPA generation 15%, ELG1 genotoxic 11%, NPC1 promoter act -6%, Rab9 promoter act -1%, p53 reactivator 5%, MBNL1-CUG inh -12%, RORg inh 2% and Gal4-VP16 FLuc 2%.
Screening COc1cccc(NC(=O)c2ccc3c(O)c(S(=O)(=O)c4ccccc4)c(=O)[nH]c3c2)c1 returned FLuc modulator 19µM*, BRCA1 expr act -9%, uPA generation 1%, ELG1 genotoxic 0%[9.26 µM], NPC1 promoter act 2%, Rab9 promoter act 0%, p53 reactivator 3%, MBNL1-CUG inh 1%, RORg inh 12% and Gal4-VP16 FLuc -8%.
Screening N#C/C(=N\Nc1ccc(F)cc1)C(=O)C1CC1 returned FLuc modulator -13%, BRCA1 expr act 21%, uPA generation 1%, ELG1 genotoxic -2%, NPC1 promoter act 8%, Rab9 promoter act 2%, p53 reactivator 17%, MBNL1-CUG inh 8%, RORg inh 40% and Gal4-VP16 FLuc -14%.
For O=C(Nc1ccc(Cl)cn1)c1ccc(COc2ccccc2Br)o1 the results were FLuc modulator inconclusive, BRCA1 expr act 11µM*, uPA generation -2%, ELG1 genotoxic 5%, NPC1 promoter act 28%, Rab9 promoter act inconclusive, p53 reactivator 9%, MBNL1-CUG inh -7%, RORg inh 31% and Gal4-VP16 FLuc -9%.
`CCCCCC(=O)Nc1nc(C)c(-c2csc(Nc3ccccc3OCC)n2)s1` gave FLuc modulator -4%, BRCA1 expr act -22%, uPA generation 3%, ELG1 genotoxic 0%, NPC1 promoter act -6%, Rab9 promoter act 0%, p53 reactivator -16%, MBNL1-CUG inh 60%[activator], RORg inh -11% and Gal4-VP16 FLuc 15%.
Screening Cc1csc2nc(O)c(C(=O)NC3CCCCC3)c(=O)n12 returned FLuc modulator 2%, BRCA1 expr act -70%, uPA generation -8%, ELG1 genotoxic -3%, NPC1 promoter act 1%, Rab9 promoter act -3% and p53 reactivator -5%.
For O=C(Nc1cccc(-c2cn3c(n2)SCC3)c1)c1ccc(Br)o1 the results were FLuc modulator inconclusive, BRCA1 expr act 0%, uPA generation 4%, ELG1 genotoxic -1%, NPC1 promoter act 0%, Rab9 promoter act 0%, p53 reactivator -1%, MBNL1-CUG inh 2%, RORg inh inconclusive and Gal4-VP16 FLuc 7%.
Screening COC(=O)CN(c1cc([N+](=O)[O-])ccc1OC)S(C)(=O)=O returned FLuc modulator 1%, BRCA1 expr act 0%, uPA generation 1%, ELG1 genotoxic 1%, NPC1 promoter act 0%, Rab9 promoter act 3%, p53 reactivator 1%, MBNL1-CUG inh 1%, RORg inh -14% and Gal4-VP16 FLuc -14%.
For COc1cc(CNCCc2ccccc2)ccc1OCC(=O)NC(C)(C)C the results were FLuc modulator -3%, BRCA1 expr act -7%, uPA generation -5%, ELG1 genotoxic -5%, NPC1 promoter act 0%, Rab9 promoter act 2%, p53 reactivator 0%, MBNL1-CUG inh -11%, RORg inh -6% and Gal4-VP16 FLuc 0%.
`Cn1nc(-c2ccccc2)c(CSc2ccccc2Cl)c1Cl` gave FLuc modulator 4%, BRCA1 expr act -55%, uPA generation -15%, ELG1 genotoxic -8%, NPC1 promoter act -8%, Rab9 promoter act 2%, p53 reactivator 8%, MBNL1-CUG inh 1%, RORg inh -10% and Gal4-VP16 FLuc 0%.
For CCOC(=O)C1CCN(Cc2ccc(F)cc2)CC1 the results were FLuc modulator -1%, BRCA1 expr act 7%, ELG1 genotoxic 1%, NPC1 promoter act -6%, Rab9 promoter act 1%, p53 reactivator 2%, MBNL1-CUG inh -17%, RORg inh -1% and Gal4-VP16 FLuc 3%.
For CCn1c(C)nc2cc(C(=O)OCCC(F)(F)F)ccc21 the results were FLuc modulator inconclusive, BRCA1 expr act inconclusive, uPA generation -3%, ELG1 genotoxic inconclusive, NPC1 promoter act 23%, Rab9 promoter act inconclusive, p53 reactivator 27%, MBNL1-CUG inh 8%, RORg inh 28%[10 µM] and Gal4-VP16 FLuc inconclusive.
`COCCn1c(C)cc(/C=C2\NC(=S)N(C)C2=O)c1C` gave FLuc modulator inconclusive, BRCA1 expr act -5%, uPA generation -18%, ELG1 genotoxic inconclusive, NPC1 promoter act 14%, Rab9 promoter act 0%, p53 reactivator inconclusive, MBNL1-CUG inh inconclusive, RORg inh inconclusive and Gal4-VP16 FLuc inconclusive.
C[C@@H]1O[C@@H](O[C@H]2[C@H](O[C@H]3C[C@]4(C)C(C[C@@H](O)C5C([C@]6(C)CC[C@@H](C(C)(C)O)O6)CC[C@]54C)[C@@]4(C)CC[C@H](O)C(C)(C)C34)O[C@H](CO)[C@@H](O)[C@@H]2O)[C@H](O)[C@H](O)[C@H]1O (stereo not given in full) was read as BRCA1 expr act 6%, uPA generation 5%, ELG1 genotoxic 0% and p53 reactivator 2%.
Screening Cc1noc(C)c1S(=O)(=O)Nc1ccccc1N1CCOCC1 returned FLuc modulator 1%, BRCA1 expr act -6%, uPA generation -3%, ELG1 genotoxic -2%, NPC1 promoter act -1%, Rab9 promoter act 0%, p53 reactivator 4%, RORg inh -2% and Gal4-VP16 FLuc 12%.
For CC(C)CCN=Cc1c(O)n(-c2ccccc2)c(=O)c2ccccc12 the results were FLuc modulator -4%, BRCA1 expr act -1%, uPA generation 12%, ELG1 genotoxic -1%, NPC1 promoter act -3%, Rab9 promoter act -5%, p53 reactivator -3%, MBNL1-CUG inh 17%, RORg inh 6% and Gal4-VP16 FLuc 1%.
`COc1cc(NC(=O)C2CC(=O)N(Cc3ccco3)C2)c(OC)cc1Cl` (stereo not given) gave FLuc modulator -1%, BRCA1 expr act -8%, uPA generation -3%, ELG1 genotoxic 3%, NPC1 promoter act -2%, Rab9 promoter act 1% and p53 reactivator 3%.
For O=C(c1cnccn1)N1CCCC(N2CCN(c3cccc(Cl)c3)CC2)C1 (stereo not given) the results were FLuc modulator 2%, BRCA1 expr act -5%, uPA generation 3%, ELG1 genotoxic 13%, NPC1 promoter act -4%, Rab9 promoter act -1%, p53 reactivator 2%, MBNL1-CUG inh -4%, RORg inh -1% and Gal4-VP16 FLuc 1%.

The order is random; about 13% have a hit in one of these screens.
